# VP16 counter – counter-screen for ROR gamma inhibitors: Gal4-VP16 reporter. Drosophila S2 Gal4-VP16 UAS-luciferase, luminescence, 20 h. Potency, µM (highest dose often 53.6 µM), without a hit: top-dose activity, negative = inhibition, hits mostly inhibitors. 310,000 tested, 3.5% active. AID 2546;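 note: Gal4-VP16 expression switched on by copper sulfate through the metallothionein promoter; potency is the fitted concentration of half-maximal effect; % is set by controls: 0 for no effect and ±100 for the full control effect; nearly all actives have a fitted effect of over 50% in size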
# Menin MLL FP TR – inhibitors of human menin-MLL interaction, mutant MLL peptide; O00255; Menin + Texas Red MLL mutant peptide, fluorescence polarization; Potency, µM (doses to about 61.6 µM), for inactives: at the highest dose FP activity change, negative = inhibition, usual class: inhibitors; 270,000 tested, 0.23% active; AID 1768; active = well fitted inhibition curve with a large enough effect in the polarisation, with a control signal flat, not every such curve was filed as active; inconclusive = small, poorly fitted or top-dose-only effect, or effect the other way, or a change in a side signal; inactive = no such curve, though single readings can be large or run the other way; the % refers to the polarisation; note: potency is the fitted concentration of half-maximal effect; % of control where 0% means no effect; many of its hits are not listed in these tables
# Mito fusion yeast – mitochondrial division inhibition or fusion activation; AID 485298; Potency, µM (doses to about 46.1 µM), for inactives: at the highest dose growth rescue (activation), hits mostly activators; S. cerevisiae fusion-defective mutant growth rescue, CellTiterGlo 48 h; 320,000 tested, 0.23% active;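 note: potency is the fitted concentration of half-maximal effect; % of control where 0% means no effect; nearly all actives have a fitted effect of over 45% in size; temperature-sensitive fusion mutants such as fzo1-1 at 37 °C on non-fermentable ethanol glycerol medium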
#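 Luminescent cell viability in 1536-well qHTS format served as the measure of rescued growth in ts fusion-mutant S. cerevisiae cultured on non-fermentable YPEG for 48 hours at 37C.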
# Rab9 prom act – Rab9 promoter activation. 320,000 tested, 2.8% active. Potency, µM (highest dose often 9.22 µM), for inactives: at the top dose activation, negative = inhibition, hits mostly activators. AID 485297. Huh7 Rab9 promoter-luciferase reporter, luminescence, 24 h; note: potency is the fitted concentration of half-maximal effect; % of control where 0% means no effect; nearly all actives have a fitted effect of over 60% in size
#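 Huh7 reporter line, Rab9 promoter upstream of luciferase. Compound exposure 24 h at 37 °C in reduced-serum medium with 10% FBS. Read-out: luminescence.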
# NPC1 prom act – activators of NPC1 promoter; Potency, µM (series often up to 9.22 µM), inactives show at the highest dose activation, usual class: activators; Huh7 NPC1 promoter luciferase reporter, 24 h; 320,000 tested, 2.4% active;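 note: potency is the fitted concentration of half-maximal effect; % of control where 0% means no effect; nearly all actives have a fitted effect of over 60% in size; reporter is driven by a mutant NPC1 promoter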
#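 Stably transfected Huh7 (NPC1 promoter→luciferase), 1500 cells/well in Opti-MEM + 10% FBS, 2 h settle, then compound 24 h at 37 °C. Luminescence after 10 min with Amplite reagent.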
# KCNH2 3.1 block – inhibitors of human KCNH2 3.1 potassium channel isoform; activity change, % (tested at about 1.8 µM); U2OS KCNH2 3.1, thallium flux FluxOr; active compounds read low; 340,000 tested, 0.95% active;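 active = maximum activity change below -70%; inconclusive = maximum activity change from -70% to -50%; inactive = maximum activity change above -50%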;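 note: thallium influx rate constant from kinetic fluorescence after stimulation buffer; % is set by controls: 0 for no effect and ±100 for the full control effect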
#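 U2OS cells transduced with KCNH2 3.1 mutant virus (1.77 x 10^8 /mL, 4 h), plated overnight at 37 C, loaded 45 min with FluxOr dye plus Red40 quencher. Thallium flux rate constant from kinetic reads after stimulation buffer, normalised to controls.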
# PKM2 activator – increases activity of human pyruvate kinase M2. P14618. purified PKM2, Kinase-Glo ATP luminescence, activation; response scale: 0% is enzyme alone, no compound. Potency, µM (top dose mostly 57.5 µM), without a hit: at the highest dose activation, most hits filed as activators. 260,000 tested, 0.34% active; note: potency is the fitted concentration of half-maximal effect; % is set by controls: 0 for no effect and ±100 for the full control effect; nearly all actives have a fitted effect of over 55% in size
#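 Purified hPK-M2 (>95%) run at intermediate activity with 0.1 mM ADP and 0.5 mM PEP in 50 mM imidazole pH 7.2, KCl, MgCl2; 1 h room temperature. ATP formed read by Kinase-Glo luminescence; normalized to uninhibited and no-enzyme controls.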
# ELG1 DNA repair – inhibitors of ELG1-dependent DNA repair in HEK293T cells; 330,000 tested, 2.3% active; HEK293T ELG1-luciferase reporter, luminescence, 16 h; DNA damage induced by 5-fluorouridine; Potency, µM (titrated, usually from 46.1 µM), for the others: at the top dose activity change, negative = inhibition, hits mostly inhibitors; AID 504467; note: potency is the fitted concentration of half-maximal effect; % is set by controls: 0 for no effect and ±100 for the full control effect; nearly all actives have a fitted effect of over 55% in size
#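 In this reporter screen, reduction of luminescence relative to DMSO vehicle indicated activity. Compounds and 5-fluorouridine were added together to 2,000 cells per well, incubated for 16 hr at 37 °C, then developed with ONE-Glo.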
# FLuc modulator – counter-screen for miR-21 project: firefly luciferase inhibitors or activators | P08659 | purified FLuc, Km substrates, luminescence inhibition | Potency, µM (highest dose often 57.5 µM), for inactives: at the top dose activity change, negative = inhibition, hits mostly inhibitors | 360,000 tested, 6.9% active | AID 588342;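 note: potency is the fitted concentration of half-maximal effect; plate controls were vehicle for no effect and reference inhibitor for full effect; nearly all actives have a fitted effect of over 55% in size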
#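 Purified P. pyralis luciferase, 10 nM final, with Km-level 10 uM D-luciferin and 10 uM ATP in 50 mM Tris acetate pH 7.5, 10 mM Mg acetate, 0.01% Tween-20, 0.05% BSA; 6-point qHTS titration about 60 µM downward; luminescence read.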
# MBNL1-CUG inh – MBNL1-poly(CUG) RNA binding inhibition; Q9NR56; TR-FRET MBNL1-His/biotin-(CUG)12 binding, 665/545 ratio; Potency, µM (highest dose often 57.5 µM), for the others: at the top dose activity change, negative = inhibition, usual class: inhibitors; 280,000 tested, 0.036% active; active = well fitted inhibition curve with a large enough effect in the signal ratio, with a control signal flat, not every such curve was filed as active; inconclusive = small, poorly fitted or top-dose-only effect, or effect the other way, or a change in a side signal; inactive = no such curve, though single readings can be large or run the other way; the % refers to the signal ratio; note: potency is the fitted concentration of half-maximal effect; % is set by controls: 0 for no effect and ±100 for the full control effect
# Target sequence (Q9NR56 whole entry, looked up): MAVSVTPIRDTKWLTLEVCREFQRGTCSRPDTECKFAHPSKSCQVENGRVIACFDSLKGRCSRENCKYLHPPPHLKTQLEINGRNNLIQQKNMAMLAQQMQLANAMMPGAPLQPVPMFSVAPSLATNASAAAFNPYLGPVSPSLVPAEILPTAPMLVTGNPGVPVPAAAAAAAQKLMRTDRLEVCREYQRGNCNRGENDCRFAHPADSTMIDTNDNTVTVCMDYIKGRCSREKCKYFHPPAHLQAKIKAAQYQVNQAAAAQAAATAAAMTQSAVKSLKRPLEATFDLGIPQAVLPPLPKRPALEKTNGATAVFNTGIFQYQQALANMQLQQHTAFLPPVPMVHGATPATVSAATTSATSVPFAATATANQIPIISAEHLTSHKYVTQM
#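 Inhibition of protein-RNA binding appears as loss of TR-FRET between terbium anti-His antibody on MBNL1-His and streptavidin-XL665 on biotin-(CUG)12. Activity is normalized to buffer-only and uninhibited-complex controls.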
# RORg inh – ROR gamma (mouse) transcription inhibition. P51450. Drosophila S2 Gal4-RORgamma UAS-luciferase reporter, 20 h. Potency, µM (highest dose often 53.6 µM), inactives show at the top dose activity change, negative = inhibition, hits mostly inhibitors. 310,000 tested, 5.4% active. AID 2551; note: potency is the fitted concentration of half-maximal effect; % is set by controls: 0 for no effect and ±100 for the full control effect; nearly all actives have a fitted effect of over 60% in size
# Target sequence (P51450 whole entry, looked up, the tested form may be a part): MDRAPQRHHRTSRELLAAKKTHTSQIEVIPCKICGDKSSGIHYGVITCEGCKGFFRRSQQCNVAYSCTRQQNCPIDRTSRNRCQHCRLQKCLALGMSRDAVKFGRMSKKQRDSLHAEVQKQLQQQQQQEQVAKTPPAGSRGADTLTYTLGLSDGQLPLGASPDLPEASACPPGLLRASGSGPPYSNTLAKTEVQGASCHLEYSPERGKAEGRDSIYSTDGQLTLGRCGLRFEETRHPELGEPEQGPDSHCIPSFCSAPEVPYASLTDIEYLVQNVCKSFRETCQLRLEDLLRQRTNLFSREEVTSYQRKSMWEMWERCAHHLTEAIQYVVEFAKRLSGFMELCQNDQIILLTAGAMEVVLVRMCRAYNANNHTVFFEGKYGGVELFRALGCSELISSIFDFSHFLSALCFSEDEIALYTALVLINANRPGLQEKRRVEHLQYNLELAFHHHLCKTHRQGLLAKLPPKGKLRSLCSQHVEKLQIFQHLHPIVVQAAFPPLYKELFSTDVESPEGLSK
#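 Luminescence from a UAS-regulated Photinus luciferase reporter in stably transfected Drosophila Schneider cells is measured; decreased signal marks ROR gamma inhibition. Fusion expression is induced by 700 uM copper sulfate for 20 hr.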
# The depositor's hits bear a star; u = inconclusive; x = not tested or not shown; [ ] = dose if it differs, or a comment. Unless noted, calls come from the whole dose curve; as a rule, active = well fitted curve in the direction sought with a large enough effect; inconclusive = small, poorly fitted or top-dose-only effect, or another doubt; inactive = no such curve, though single readings can be large; an effect the other way counts as inactive or inconclusive. These rows are one share of the data; rates above refer to the full screens.
# Screens in order – VP16 counter	Menin MLL FP TR	Mito fusion yeast	Rab9 prom act	NPC1 prom act	KCNH2 3.1 block	PKM2 activator	ELG1 DNA repair	FLuc modulator	MBNL1-CUG inh	RORg inh
O=C(c1cccnc1)n1nc(NCc2ccccc2)nc1NCc1ccccc1
  1%	-1%	-2%	-12%	1%	7	7%	7%	0%	6%	13%
CCN(C(=O)COC(=O)c1cc(NS(=O)(=O)c2ccc(Cl)c([N+](=O)[O-])c2)ccc1O)C1CCCCC1
  -27%	19%	-7%	2%	0%	-17	6%	1%	-1%	-4%	14%
Cc1cc(C)nc(N2CCCC(C(=O)Nc3cc(F)ccc3C)C2)n1 (stereo unspecified)
  -1%	10%	10%	-6%	0%	5	-1%	-18%	0%	4%	-14%[10 µM]
CC(N=C1NS(=O)(=O)c2ccccc21)C(=O)NCc1ccc2c(c1)OCO2 (stereo unspecified)
  3%	1%	0%	3%	-2%	-6	3%	0%	4%	-16%	6%
CC1=C(C(=O)Nc2ccccc2F)C(c2ccsc2)C2=C(CC(C)(C)CC2=O)N1 (stereo unspecified)
  -1%	9%	0%	-3%	-5%	1	-1%	-16%	0%	0%	26%
C=CCOc1c(Cl)cc(/C=N/O)cc1OC
  8%	-1%	3%	0%	-5%	3	2%	-3%	0%	8%	-1%
O=C(NCc1ccc(Cl)cc1)c1cc(-c2cccs2)on1
  6%	28µM*	1%	-1%	1%	-31	6%	0%	-1%	1%	19%
Cc1ccc(-c2c(C#N)c(N)nc3c2CCCC3)s1
  26%	12%	5%	-1%	-1%	14	7%	20%	7%	-3%	20%
O=C(Cn1cnc2ccccc21)Nc1cccc(S(=O)(=O)N2CCCC2)c1
  x	x	0%	-28%	-20%	9	x	5%	2%	x	x
Cc1nn(C(C)C(=O)NCc2ccc(Cl)cc2)c(=O)c2cc3occc3n12 (stereo unspecified)
  -3%	x	-6%	-5%	-2%	-16	x	17%	4%	4%	28%

# Quoted from the listing.
# Reading of O=C(NCc1ccc(Cl)cc1)c1cc(-c2cccs2)on1 under Menin MLL FP TR: 28µM*
# Reading of O=C(c1cccnc1)n1nc(NCc2ccccc2)nc1NCc1ccccc1 under FLuc modulator: 0%
# Reading of CC1=C(C(=O)Nc2ccccc2F)C(c2ccsc2)C2=C(CC(C)(C)CC2=O)N1 (stereo unspecified) under RORg inh: 26%
# Reading of Cc1nn(C(C)C(=O)NCc2ccc(Cl)cc2)c(=O)c2cc3occc3n12 (stereo unspecified) under FLuc modulator: 4%

# The results go on.
# Screens in order – VP16 counter	Menin MLL FP TR	Mito fusion yeast	Rab9 prom act	NPC1 prom act	KCNH2 3.1 block	PKM2 activator	ELG1 DNA repair	FLuc modulator	MBNL1-CUG inh	RORg inh
CC(C)OP(=O)(c1ccc(N(C)C)cc1)C(O)c1cccnc1 (stereo unspecified)
  -7%	x	-2%	3%	4%	-15	2%	9%	-2%	5%	u
CCCOc1ccc2c3c(c(=O)oc2c1)CCCC3
  12%	-11%	11%	19%	0%	-2	9%	28%	2%[2.3 µM]	3%	23%
Cc1c(S(=O)(=O)N2CCN(c3cccc(C(F)(F)F)c3)CC2)c(=O)n(C)c(=O)n1C
  -1%	27%	-5%	-8%	-4%	7	-2%	17%	4%	-1%	10%
COc1cc2c(c(OC)c1OC)C(c1ccccc1C)CC(=O)O2 (stereo unspecified)
  2%	18%[94.6 µM]	x	x	x	8	x	u	x	x	-15%
COc1ccc(OC)c(S(=O)(=O)Nc2c(C)nn(C)c2C)c1
  x	x	0%	-2%	-3%	0	x	-7%	6%	x	x
NC(=O)CSc1nnc(-c2cnccn2)n1Cc1ccco1
  3%	x	-2%	-3%	0%	24	4%	-3%	-1%	-5%	6%
COC(=O)c1sccc1NC(=O)Nc1cccc(Cl)c1Cl
  17%	u	3%	-7%	-6%	-4	0%	-1%	-5%	30%[activator]	33%
O=C(c1cccs1)N1CCN=C1SCc1ccc(F)cc1
  4%	x	-3%	0%	-2%	-14	23%	8%	-12%	-16%	17%
Cc1nc2ccccc2cc1OCc1ccccc1
  u	9%	-22%	-12%	-9%	-12	-2%	29%	17µM*	7%	u
CCC(Cc1ccccc1)NC(=O)C1CCC(CNc2c(N3CCCC3)c(=O)c2=O)CC1 (stereo unspecified)
  0%	-2%	1%	-7%	1%	6	-5%	-18%	1%	-6%	5%

# Single records, as listed above.
# O=C(c1cccs1)N1CCN=C1SCc1ccc(F)cc1 is listed as VP16 counter = 4%; Menin MLL FP TR = x; Mito fusion yeast = -3%; Rab9 prom act = 0%; NPC1 prom act = -2%; KCNH2 3.1 block = -14; PKM2 activator = 23%; ELG1 DNA repair = 8%; FLuc modulator = -12%; MBNL1-CUG inh = -16%; RORg inh = 17%
# COc1ccc(OC)c(S(=O)(=O)Nc2c(C)nn(C)c2C)c1 is listed as VP16 counter = x; Menin MLL FP TR = x; Mito fusion yeast = 0%; Rab9 prom act = -2%; NPC1 prom act = -3%; KCNH2 3.1 block = 0; PKM2 activator = x; ELG1 DNA repair = -7%; FLuc modulator = 6%; MBNL1-CUG inh = x; RORg inh = x

# Screening data deposited in PubChem BioAssay by National Center for Advancing Translational Sciences (NCATS).
